GSIS activator – GLuc luminescence reporter in INS-1E cells, primary screen for activators of glucose-dependent secretion of insulin; INS-1E GLuc reporter insulin secretion, 2-3 h; activation, % at 16.6 µM; 0.61% of 370,000 active; AID 743287;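 active = lowest replicate activation of at least 40%, so every replicate reaches that level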;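 also: 0% = median of neutral control wells and 100% = median of IBMX positive control wells; some compounds called inactive have numbers as strong as hits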
CFTR F508del cor – CFTR F508del correction in bronchial cells | CFBE cells, YFP halide quenching; stimulated with forskolin plus potentiator P3; % fluorescence drop versus neutral controls | activity (quench increase), % at 7.58 µM | 0.36% of 350,000 active;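 active = mean added fluorescence quench of at least 8% versus neutral control, with both replicates also reaching 8%; inconclusive = only one of the mean or replicate conditions met; inactive = mean below 8% and not both replicates reaching 8%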;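 also: cells transiently co-express mutant CFTR-F508del with the halide-sensitive YFP; corrector assay measuring rescue of mutant channel to the surface after 24 h compound exposure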
RAD52 anneal inh – blocks human RAD52 DNA annealing; 0.46% of 360,000 active; recombinant RAD52 DNA annealing, FRET fluorescence; P43351; inhibition, % at 18.7 µM; AID 651710;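 active = every replicate showing at least 50% inhibition; inconclusive = mean inhibition at least 50% but not in every replicate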
Target sequence (P43351 whole entry, looked up): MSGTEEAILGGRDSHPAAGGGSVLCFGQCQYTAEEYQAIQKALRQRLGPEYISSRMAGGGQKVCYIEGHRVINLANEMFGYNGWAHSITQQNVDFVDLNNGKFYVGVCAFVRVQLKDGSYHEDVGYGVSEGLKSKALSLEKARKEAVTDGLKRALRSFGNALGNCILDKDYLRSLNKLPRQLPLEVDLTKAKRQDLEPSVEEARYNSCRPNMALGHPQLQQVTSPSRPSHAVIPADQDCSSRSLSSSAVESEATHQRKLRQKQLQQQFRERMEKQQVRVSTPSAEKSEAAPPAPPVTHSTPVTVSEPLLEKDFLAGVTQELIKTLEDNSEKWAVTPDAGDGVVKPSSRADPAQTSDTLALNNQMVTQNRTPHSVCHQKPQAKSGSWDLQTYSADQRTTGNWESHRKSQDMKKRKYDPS
E-selectin induc – induces E-selectin expression in human endothelial cells; HUVEC E-selectin immunofluorescence imaging; normalized: neutral wells 0, TNF-alpha wells 100; activation, % at 7.58 µM; 0.37% of 260,000 active;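 active = mean E-selectin-positive cell signal at least 10% of the positive control, reached in at least 60% of replicates, without over 20% cell loss; inconclusive = no rule given, readout overlaps actives, possibly toxicity-flagged; inactive = the rest, including those meeting only one limit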;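 also: in these data hits start at about 27%; measured in HUVEC primary endothelial cells; signal is the percent of cells scored E-selectin positive by PE staining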
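Test system: HUVEC; input: 3,000 HUVEC/well; measured by: immunofluorescence imaging; read-out: % PE-positive cells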
Xi reactivation – X-chromosome reactivation activator | XiGFP mouse fibroblasts, % GFP-positive cells imaging, 3 d; cells co-treated with 5-aza-dC sensitizer; scaled so ellipticine positive control = 100% | activation, % at 7.58 µM | 0.055% of 360,000 active;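 active = mean normalized replicate activation at least 10% and every replicate at or above 10%; inconclusive = only one of the two criteria met; inactive = mean below 10% and not all replicates reach 10%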;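 also: 0% = median of on-plate neutral control wells and 100% = ellipticine 6 µM median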
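Material: XiGFP fibroblasts, SV40-immortalized; Buffer or medium: DMEM containing 5-aza-dC; Compound dosing: single point; Times: 3 days compound exposure.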
RAD54 branch – blocks human RAD54 Holliday junction branch migration | Q92698 | FAM/BHQ fluorescence | inhibition, % at 10.4 µM | 0.14% of 360,000 active | AID 602329;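 active = mean normalized replicate activity at least 40 and at least half of replicates scoring 40 or more; inconclusive = only one of the two criteria met; inactive = mean below 40 and under half of replicates reaching 40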;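 also: 0% = median of neutral control wells and 100% = median of positive control wells; inhibitors cause a drop in the FAM fluorescence signal; in these data hits start at about 50%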
CASP6 VEID inh – inhibitors of human caspase-6 | purified caspase-6, Z-VEID-R110 cleavage fluorescence | inhibition, % at 12.5 µM | 0.53% of 350,000 active;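 active = mean inhibition across replicates at least about 35%, with every replicate also reaching that limit, limit read from the data; inconclusive = only one of the two criteria met; inactive = neither criterion met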;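 also: 0% = median of neutral control wells and 100% = no fluorescence left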
Target sequence (P55212 24-179 limits assumed): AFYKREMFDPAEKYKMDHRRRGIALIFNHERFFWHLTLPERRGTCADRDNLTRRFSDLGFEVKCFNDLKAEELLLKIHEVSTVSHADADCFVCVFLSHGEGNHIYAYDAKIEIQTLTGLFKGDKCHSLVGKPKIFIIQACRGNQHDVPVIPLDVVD
Target sequence (P55212 194-293 limits assumed): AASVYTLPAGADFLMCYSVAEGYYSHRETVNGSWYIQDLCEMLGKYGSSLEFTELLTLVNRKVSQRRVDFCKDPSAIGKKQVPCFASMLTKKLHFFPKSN
DENV2 CPE – protects cells from dengue virus 2 cytopathic effect. DENV2-infected cells, cytopathic effect rescue, plate reader. CPE inhibition, % at 9.99 µM. 1.7% of 350,000 active. AID 651640; in the data active = CPE inhibition above about 20%, passing the limit was not always enough; inconclusive = no clear call, values can overlap the other calls; tested in BHK-21 cells;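 also: 0% = median of neutral control wells and 100% = median of positive control wells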
Numbers without * were called inactive; ? = inconclusive; . = not tested or not shown; & = joins results of further samples.

SMILES	GSIS activator	CFTR F508del cor	RAD52 anneal inh	E-selectin induc	Xi reactivation	RAD54 branch	CASP6 VEID inh	DENV2 CPE
O=S(=O)(O)c1nc2ccccc2[nH]1	-12	1.1	-16	-4.2	0.0	-4	-2	-2
CCOCc1nnc(NC(=O)C2CC(=O)N(C3CCCC3)C2)s1 (configuration not stated)	4	0.7	0	.	0.0	-1	1	12
COc1ccc(CCNC(=O)Nc2ccc3nc([C@@H]4O[C@H](CO)[C@@H](O)[C@H](O)[C@H]4O)[nH]c3c2)cc1Br	24	1.6	-24	.	-0.1	3	3	0
CCOc1ccc(NC(=O)/C(C#N)=C\c2ccc(N3CCCC3)c(C)c2)cc1	33	1.3	-316	0.7	2.1	.	-4	?
CCN(CC)C(=O)c1ccc(Cc2cn(C)c3ccccc23)nc1	-5	-2.7	-18	-1.6	0.0	-12	-1	-2
CCOc1ccccc1OCCn1nc2ccccc2n1	27	0.5	-10	.	0.3	1	1	1
O=C(O)CC1COc2ccccc2N1C(=O)c1ccccc1Cl (configuration not stated)	-2	-2.1	-11	.	0.1	-6	-2	3
CN(CCCC(=O)Nc1ccccc1F)S(=O)(=O)c1ccc(F)cc1	-3	-2.5	-13	.	0.0	-1	-2	4
O=C(COc1ccc2c(c1)OCO2)Nc1cccc(F)c1	0	-0.1	-19	0.1	0.1	.	-2	7
COc1ccc(Cl)cc1C(=O)OCC(=O)N(C)CC(=O)Nc1ccc(F)cc1	4	2.4	4	22	0.0	-8	1	12

Some of the entries above, set out differently.
> COc1ccc(CCNC(=O)Nc2ccc3nc([C@@H]4O[C@H](CO)[C@@H](O)[C@H](O)[C@H]4O)[nH]c3c2)cc1Br
  GSIS activator: 24	CFTR F508del cor: 1.6	RAD52 anneal inh: -24	E-selectin induc: .	Xi reactivation: -0.1	RAD54 branch: 3	CASP6 VEID inh: 3	DENV2 CPE: 0
> CCOc1ccc(NC(=O)/C(C#N)=C\c2ccc(N3CCCC3)c(C)c2)cc1
  GSIS activator: 33	CFTR F508del cor: 1.3	RAD52 anneal inh: -316	E-selectin induc: 0.7	Xi reactivation: 2.1	RAD54 branch: .	CASP6 VEID inh: -4	DENV2 CPE: ?
> CCN(CC)C(=O)c1ccc(Cc2cn(C)c3ccccc23)nc1
  GSIS activator: -5	CFTR F508del cor: -2.7	RAD52 anneal inh: -18	E-selectin induc: -1.6	Xi reactivation: 0.0	RAD54 branch: -12	CASP6 VEID inh: -1	DENV2 CPE: -2

Next results:
SMILES	GSIS activator	CFTR F508del cor	RAD52 anneal inh	E-selectin induc	Xi reactivation	RAD54 branch	CASP6 VEID inh	DENV2 CPE
C/C=C/c1cnc2c(c1)C(=O)N([C@@H](C)CO)C[C@H](C)[C@@H](CN(C)Cc1ccccc1)O2	16	-3.3	5	0.6	-1.2	4	-2	2
Cc1cc(NC(=O)c2ccccc2)no1	-6	0.6	-7	0.0	0.1	4	-3	5
COc1nc(N)nc2nc[nH]c12	2	-0.8	-3	2.3	0.0	-6	1	-5
CC1CC(OCC(O)CN2CCCCC2C)CC(C)(C)C1 (configuration not stated)	12	1.6	-1	-0.3	-0.1	0	-2	10
COc1ccc(NC(=O)Nc2cccc3c2O[C@H](CN(C)S(C)(=O)=O)[C@H](C)CN([C@H](C)CO)C3=O)cc1	6	-1.4	7	-7.8	0.5	-1	1	-2
CCC1CCCCN1C(=O)CSc1nc2c(c(=O)n1C)SC(C)C2 (configuration not stated)	4	-1.0	-2	0.4	0.0	1	2	-2
CCCCn1cc(S(=O)(=O)c2ccccc2)c(=O)c2cc(C)ccc21	-8	0.7	-26	.	0.0	-7	2	-4
CO[C@H](CN(C)S(=O)(=O)c1ccc(Cl)cc1)[C@@H](C)CN(Cc1ccccc1Cl)[C@H](C)CO	-28	1.0	4	0.0	-0.1	2	-1	2
O=C(CCc1ccccc1)N=C1SC2CS(=O)(=O)CC2N1c1cccc(F)c1 (configuration not stated)	27	1.9	5	-0.1	0.1	0	1	1
CC(C)NC(=O)N1Cc2cc(C(=O)NC3CCCC3)nc(-c3cccc(-c4cccnc4)c3)c2[C@@H]1CCO	-28&-27	-4.6&0.1	-8&-20	0.1	-0.1&0.1	.	-2&10	?
O=C1CC(c2ccco2)Cc2c1cnn2-c1nc2ccccc2s1 (configuration not stated)	2	.	-9	6.9	0.0	.	-4	5
CCn1c(SCC(=O)Nc2ccc(OC)c(OC)c2)nc2c(c1=O)SCC2	19	-1.2	-7	-0.3	-0.2	-1	4	.
COc1ccc(-n2c(SCC(=O)C(C)(C)C)nc3ccsc3c2=O)cc1	6	-3.5	-7	1.4	0.0	-10	-1	3
C/C(=N\NC(=O)c1c(Cl)c(C)nn1C)c1cccc(NC(=O)C2CCCC2)c1	0	0.3	-6	0.7	0.1	2	0	-11
Nc1c(Cl)ncnc1NCCO	20	-0.3	-7	.	0.0	7	0	3
CC1Cc2cccc3c(O)c(C(=O)c4nn[nH]n4)c(=O)n1c23 (configuration not stated)	.	0.7	0	-1.5	0.1	.	-1	-6
CN(C)CC(=O)N1[C@@H]2c3ccc(-c4ccc(F)cc4)c(=O)n3C[C@@H]2[C@@H](CO)[C@@H]1C(=O)NC1CCC1	7	-0.3	-4	0.3	0.0	-2	-2	6
Cc1noc(C)c1NC(=O)Nc1ccc2c(c1)CC(=O)N([C@H](C)CO)C[C@@H](C)[C@H](CN(C)S(=O)(=O)c1ccccc1)O2	-7	1.0	2	16	-0.1	-4	0	-9
O=[N+]([O-])c1ccc(-n2cnc3ccccc32)c([N+](=O)[O-])c1	-7	2.4	-12	.	0.1	.	1	-2
CN(C(=O)COC(=O)c1cc2c(s1)CCCCC2)c1ccccc1	-7	3.3	16	0.0	0.2	2	4	1
COc1ccccc1CNC(=O)C[C@@H]1C[C@@H]2c3cc(NS(=O)(=O)c4ccc(F)cc4)ccc3O[C@@H]2[C@@H](CO)O1	-17	1.3	-1	-0.3	0.0	-12	-2	-1
Cc1cccc(S(=O)(=O)N2CC[C@H]3[C@H](CO)Nc4ccc(C#Cc5ccc(F)cc5)cc4[C@H]32)c1	2	-0.4	6	0.3	0.0	6	2	2
Cc1ccc2nc(C(C)(C)C)c(Cc3ccsc3)n2c1	13	-1.7	-26	0.6	-0.1	4	9	-13
COc1cccc(-c2ccc3c(c2)[C@@H]2[C@@H](CCN2C(=O)c2ccccn2)[C@@H](CO)N3C)c1	-4	-1.8	.	0.5	0.3	3	.	-20
N#Cc1ccsc1NC(=O)CSc1nnc(NC2CC2)s1	8	2.5	-4	0.3	0.1	-7	1	9
Cn1ccc2c(-c3ccc(C(C)(C)C)cc3)cc3c(c21)C1CCC3C1 (configuration not stated)	-3	-2.5	-13	-0.1	0.0	-1	0	21*
COc1ccc(C2Nc3ccccc3C(=O)N2NS(=O)(=O)c2ccccc2)cc1OC (configuration not stated)	-4	-1.4	-6	.	0.0	.	-3	-4
COc1ccc(C(=O)N2CCCC(Nc3ccc(C)c(C)c3)C2)cc1F (configuration not stated)	17	2.5	-16	0.2	0.0	-3	0	4
Cc1ccc(S(=O)(=O)CC(C)(O)CS(=O)(=O)c2ccc(C)cc2)cc1	4	-0.7	-10	0.0	0.2	-12	3	-1
O=C(Cn1c2c(c(-c3ccccc3)cc1=O)CCCC2)N1CCCCCC1	-18	-2.6	0	.	0.3	5	1	4
COc1ccc(OC)c(CCNC(=O)CCc2cn(C)c3ccccc23)c1	4	.	-8	4.7	0.4	0	1	3
COc1ccc(S(=O)(=O)Nc2ccc3c(c2)C(=O)N([C@H](C)CO)C[C@H](C)[C@H](CN(C)S(=O)(=O)c2ccc(F)cc2)OCCCC[C@@H](C)O3)cc1	1	-2.5	-48	0.1	0.0	-2	2	-5
CCN(CC)S(=O)(=O)c1cccc(-c2nnc(SCC(=O)N3CCC(C(=O)O)CC3)n2N)c1	25	-1.8	-13	-0.1	0.0	.	-2	1
COc1ccc(NC(=O)N(C)C[C@@H]2Oc3c(NC(=O)c4cnccn4)cccc3C(=O)N([C@H](C)CO)C[C@@H]2C)cc1	1	-3.8	-8	.	0.1	8	2	-2
CC(C)NC(=O)N(C)C[C@H]1OCc2ccccc2-c2c(n(C)c3ccccc23)C(=O)N([C@@H](C)CO)C[C@@H]1C	3	-1.2	8	-0.1	0.1	-3	-1	8
O=C1[C@H]2[C@@H](c3ccc(F)cc3)N3C(=O)N(c4cccc(Cl)c4)C(=O)[C@@]3(Cc3ccccc3)[C@H]2C(=O)N1C1CCCCC1	0	-1.0	-6	0.0	-0.2	9	0	-3
COc1cccc(NC(=O)N2C[C@@H](O)COC[C@@H]3O[C@@H](CC(=O)NCc4ccccc4F)CC[C@H]32)c1	5	0.5	.	0.1	-0.1	-2	.	9
COc1ccccc1C1NC(=O)c2ccccc2O1 (configuration not stated)	17	0.3	-13	.	0.0	-2	-1	-1
CN(C)CCOC(=O)C12CC3CC(C1)CC(C(=O)OCCN(C)C)(C3)C2	8	0.1	-7	.	0.0	.	-14	5
COCCNC(=O)CCn1nc(-c2ccc(C)cc2)ccc1=O	6	.	-15	-0.1	0.0	8	0	3
COc1ccc(C(C(=O)NC(C)(C)C)N(C(=O)CCC(=O)Nc2cc(C)on2)c2ccc(C)c(C)c2)cc1 (configuration not stated)	-23	-0.4	-6	.	0.1	5	6	0
C[C@@H]1CN([C@H](C)CO)C(=O)c2cccc(NC(=O)CCCCCC(=O)Nc3ccccc3N)c2O[C@H]1CN(C)Cc1ccc(Cl)c(Cl)c1	2	2.8	11	-2.7	-0.5	.	1	3
CN1[C@@H]2c3ccc(-c4ccccc4)c(=O)n3C[C@H]1[C@H](CO)[C@H]2C(=O)Nc1nccs1	7	-1.5	11	-0.2	0.0	1	-1	-8
OC(CC#CCN1CCCC1)(c1ccccc1)c1ccccc1	.	-1.7	3	-0.1	0.0	.	-8	6
CC(=O)c1cccc(NC(=O)CSc2nnc(C(C)N(C)C)n2-c2ccc(F)cc2)c1 (configuration not stated)	24	1.6	-8	.	0.0	14	-5	-1
CO[C@H]1CN(C)C(=O)c2cc(NS(C)(=O)=O)ccc2OC[C@@H](C)N(Cc2nccs2)C[C@H]1C	6	4.3	5	1.5	0.3	3	2	-6
COc1cc(C(=O)NCC(=O)NNC(=O)C2COc3ccccc3O2)cc(OC)c1OC (configuration not stated)	7	-4.7	-7	152*	0.3	1	-1	-11
CCN(CC)CCn1c2c(c(SCC(=O)Nc3cccc4ccccc34)nc1=O)CCC2	-10	1.1	2	.	0.0	13	-3	3
Cc1ccc(S(=O)(=O)N[C@H]2C=C[C@@H](CC(=O)NC3CCCCC3)O[C@@H]2CO)cc1	-5	-0.3	-10	-0.3	0.1	3	-1	-5
COc1ccc(S(=O)(=O)N2CCCC2CNC(=O)C(=O)NCc2ccccc2Cl)cc1 (configuration not stated)	3	0.0	-44	-1.1	0.0	.	-2	0
CNC(=O)CC1C(=O)N(c2ccc(OC)cc2)C(=S)N1NC(=O)c1cccc(F)c1 (configuration not stated)	6	-0.1	-10	.	0.1	-6	-4	-3
O=C(C[C@@H]1CC[C@@H]2[C@H](COC[C@@H](O)CN2C(=O)c2ccccc2)O1)NCCCN1CCOCC1	17	-2.2	.	0.1	0.1	-4	.	-2
CS(=O)(=O)N(CC(=O)N1CCc2ccccc2C1)Cc1ccc(F)cc1	2	-1.8	-9	.	0.1	-16	0	-2

Assay outcomes from PubChem.
